NadD inh = NadD (S. aureus) enzyme inhibition; purified NadD enzyme, colorimetric absorbance read-out; inhibition, % at 20 µM; 360,000 tested, 0.78% active; AID 602399; in the data active means inhibition above about 26%; further: some compounds past the cut are filed as inactive
Scp-1 inhibitor = Scp-1 (human) phosphatase inhibition; Recombinant Scp1, phosphopeptide, malachite green phosphate absorbance; inhibition, % at 20 µM; AID 493091; Q9GZU7; 340,000 tested, 0.88% active;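 active means inhibition above about 50% at 20 µM, limit read from the data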;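 further: plate controls were DMSO wells with enzyme for no effect and wells lacking enzyme for full effect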
Target sequence (Q9GZU7 76-261 limits assumed): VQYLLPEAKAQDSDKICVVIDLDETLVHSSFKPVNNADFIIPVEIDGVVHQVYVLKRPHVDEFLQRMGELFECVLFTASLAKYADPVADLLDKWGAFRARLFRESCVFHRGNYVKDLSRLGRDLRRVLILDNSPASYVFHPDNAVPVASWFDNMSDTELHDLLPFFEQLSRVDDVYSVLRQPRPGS
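Test system: SCP-1 catalytic domain; Buffer or medium: Acidic Tris acetate buffer with magnesium and detergent; Also added: Phosphorylated 17-residue peptide substrate; Compound: single 20 µM dose, 1% DMSO; Schedule: enzyme reaction 45 min at room temperature, colour 5 min, stabilisation 30 min; Signal: Phosphate-binding colour reagent, absorbance read at 630 nm.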
LMPTP inh = blocks human LMPTP phosphatase | recombinant LMPTP-A, OMFP fluorogenic substrate, fluorescence intensity | inhibition, % at 20 µM | 360,000 tested, 0.22% active | AID 651560;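 active means compounds that cut the enzyme signal by at least half of the control window in the single-dose screen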;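 further: plate controls were DMSO wells with enzyme plus substrate for no effect and substrate without enzyme for full effect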
Target sequence (P24666 whole entry, looked up): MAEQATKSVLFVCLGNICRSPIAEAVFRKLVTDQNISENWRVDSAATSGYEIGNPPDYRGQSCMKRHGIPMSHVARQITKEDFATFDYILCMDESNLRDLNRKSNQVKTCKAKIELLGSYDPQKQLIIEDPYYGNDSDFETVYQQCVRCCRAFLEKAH
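Test system: LMPTP-A phosphatase enzyme; input: 0.625 nM LMPTP-A final; reagent: OMFP substrate, 400 µM final; compound dosing: 20 µM single dose, 3% DMSO; incubation: 50 min dark incubation at room temperature; measured by: endpoint fluorescence intensity from OMFP dephosphorylation; measure: % inhibition relative to no-enzyme and uninhibited control wells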
DNMT1 inh = DNMT1 (human) enzyme inhibition. P26358. DNMT1 molecular beacon, Hinp1I cleavage, fluorescence. inhibition (reported as % activation of signal), % at 10 µM. 360,000 tested, 0.83% active. AID 588458; in the data active means inhibition above about 50%
STEP inh = STEP (human) phosphatase inhibition; recombinant STEP, OMFP fluorogenic substrate, fluorescence; 360,000 tested, 0.25% active; inhibition, % at 20 µM;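 active means inhibition at 20 µM, scaled per plate between control wells, above about 37%, limit read from the data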;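 further: 0% = DMSO with enzyme and substrate and 100% = substrate only without enzyme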
Target sequence (P54829 whole entry, looked up): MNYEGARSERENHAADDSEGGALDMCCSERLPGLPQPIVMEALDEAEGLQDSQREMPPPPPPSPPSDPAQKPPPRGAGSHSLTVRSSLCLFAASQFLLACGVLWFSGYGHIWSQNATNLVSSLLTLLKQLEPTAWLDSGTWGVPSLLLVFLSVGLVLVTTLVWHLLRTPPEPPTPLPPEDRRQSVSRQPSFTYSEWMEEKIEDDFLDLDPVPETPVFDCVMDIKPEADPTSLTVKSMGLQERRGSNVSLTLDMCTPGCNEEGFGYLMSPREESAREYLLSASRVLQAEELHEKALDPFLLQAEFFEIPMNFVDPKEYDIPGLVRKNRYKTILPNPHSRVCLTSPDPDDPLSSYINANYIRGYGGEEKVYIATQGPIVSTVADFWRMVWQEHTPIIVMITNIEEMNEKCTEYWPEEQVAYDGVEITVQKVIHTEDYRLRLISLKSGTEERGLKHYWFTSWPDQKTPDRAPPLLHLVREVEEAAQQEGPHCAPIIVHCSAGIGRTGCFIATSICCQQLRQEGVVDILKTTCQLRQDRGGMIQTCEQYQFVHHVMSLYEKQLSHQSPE
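Assay system: isolated STEP enzyme. Buffer or medium: pH 6.0 Bis-Tris with DTT and Tween 20. Also added: fluorogenic phosphatase substrate OMFP at 25 µM final. Dosing: 20 µM, 1% DMSO. Timing: 20 min reaction, room temperature, in the dark. Measured by: fluorescence intensity, excitation 480 nm, emission 540 nm. Evaluation: normalized % inhibition.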
SKN-1 block = blocks SKN-1 activity in C. elegans; inhibition, % at 21.8 µM; 360,000 tested, 0.49% active; C. elegans VP596 Pgst-4::GFP/RFP ratio, acrylamide-induced, 24 h;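 active means interference check ratio from 0.5 to 1.5 plus GFP to RFP signal ratio inhibition reaching or exceeding a fixed threshold, cut at about 30% in these data, passing the limit was not always enough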; further: some compounds called inactive have numbers as strong as hits
CendR NRP1 mod = alters CendR peptide binding to human NRP-1 | O14786 | AID 602438 | inhibition, % at 25 µM | FAM-RPARPAR peptide binding to NRP-1, fluorescence polarization | 360,000 tested, 0.85% active;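 active means inhibition or corrected inhibition above about 18%, plus a signal ratio from 0.5 to 1.5, limit read from the data, passing the limit was not always enough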; further: strong numbers were not always called active
MT1-MMP act inh = MT1-MMP (human) activation inhibition; HT1080 RFP-PRO-GFP cells, GFP/RFP ratio fluorescence, overnight; percent of plate control window, DMSO zero; GFP/RFP ratio change, % at 20 µM; 360,000 tested, 0.061% active;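 active means GFP/RFP ratio change of at least 30% with cell ATP level not reduced by more than half and red fluorescence within 50% of control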; further: strong numbers were not always called active
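Read-out: GFP/RFP fluorescence ratio; Test system: RFP-PRO-GFP reporter HT1080 cells; Compound dosing: single-point 20 µM compound, 1% DMSO; Times: overnight compound exposure at 37 °C.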
SUMO1 PPI mod = alters human SUMO1 binding to SIM partners; SUMO1 binding to a labelled peptide, TR-FRET, 1 h; 360,000 tested, 0.33% active; inhibition, % at 20 µM; AID 602429; in the data active means inhibition above about 37%
Rpn11 block = Rpn11 (human) deubiquitinase inhibition. O00487. human 26S proteasome, Ub4-pepOG fluorescence polarization; 20S core pre-blocked with epoxomicin. calls only at 20 µM. 360,000 tested, 0.59% active. AID 588493;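 active means inhibition at 20 µM, scaled to each plate's controls, above about 33%, limit read from the data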
The depositor's hits bear a star; i = inactive; . = no result given; + = active, no number; & = joins results of further samples.

Each structure is followed by: NadD inh, Scp-1 inhibitor, LMPTP inh, DNMT1 inh, STEP inh, SKN-1 block, CendR NRP1 mod, MT1-MMP act inh, SUMO1 PPI mod, Rpn11 block
COC(=O)COC(=O)c1ccc(O)cc1
    5, 4, -0.3, -7, 0, 5, 2, 5, -3, i
Cc1ccc(NC(=O)C2CC(=O)OC23CCOC(C)(C)C3)cc1 (configuration not stated)
    1, -5, -0.3, 6, -2, 20, 7, 1, 5, i
CCCNC(=O)C1(C)CCCN(C(=O)/C=C/c2ccccc2)C1 (configuration not stated)
    -3, ., -2.5, -2, -3, 4, 12, -6, -4, i
CCCCn1c(NCc2ccccn2)nc2ccccc21
    -4, -4, 3.6, 7, 1, -1, 6, 3, 0, i
CCN1CCN(c2ccc(S(=O)(=O)N3CCCCC3)cc2NC(=O)/C=C/c2ccc(OC)c(OC)c2)CC1
    6, 10, -0.8, -2, 0, -4, 13, 8, -15, i
CC(=O)/C(=N/Nc1ccc(Br)cc1)Sc1cccc2cccnc12
    8, 7, 0.9, -1, -1, 14, 9, 5, -2, i
COc1ccc(Cl)cc1NC(=O)c1cccc(NC(=O)CCC(=O)O)c1
    -3, -7, -0.8, 1, -2, -1, -4, 0, 4, i
O=C(CN1CCC(n2cnc3cc(F)ccc32)CC1)Nc1ccccc1Br
    -6, 2, 0.0, 2, 0, -3, 5, 2, 3, i
COc1ccc(C(CNC(=O)CCC(=O)c2ccc(C)s2)N2CCOCC2)cc1 (configuration not stated)
    8, -3, -0.8, -4, -3, 13, -3, 2, -1, i
COC(=O)Cn1c(=NC(=O)CSC(C)=O)sc2ccccc21
    -4, -19, 0.1, 0, -1, 10, -11, 2, 2, i
COc1cc(-c2cc(C(=O)Nc3ccc(O)cc3)c3ccccc3n2)cc(OC)c1OC
    7, -9, 0.4, -6, 2, 8, -9, 3, -4, i
CCn1c(=O)n(CC(=O)N2CC(C)CC(C)C2)c(=O)c2ccccc21 (configuration not stated)
    0, -3, -1.3, 0, -1, -1, -6, 4, -4, i
Cc1cc(C(=O)OCC(=O)N2CCOCC2)c2ccccc2n1
    4, 23, 0.6, -4, 3, 10, 9, -12, -13, i
COCCSc1nnc(NC(=O)COc2ccc3c(c2)OCO3)s1
    -5, -5, -0.4, 0, -1, 7, -5, 1, -2, i
N#CC1=C2SCC(O)(c3ccccc3)N2C(=O)CC1c1cccs1 (configuration not stated)
    1, 3, 1.8, -6, 0, -4, -13, -1, -13, i
CC(=O)c1cnc2cc(-c3ccc(C)cc3)nn2c1C
    2, -1, -1.9, -1, 4, 12, 4, 2, -4, i
Cc1ccc(/C(O)=C2/C(=O)C(=O)N(CCN3CCOCC3)C2c2cccs2)cc1 (configuration not stated)
    2, -5, -1.7, -2, -1, 7, 3, 3, 3, i
Cc1cc(NC(=O)CSc2nnc(-c3ccc(O)cc3)o2)no1
    -3, -11, -0.1, 0, 1, 11, 6, 5, -3, i
Cc1ccc(C)c(NC(=O)C2CC(Cl)=CCC2C(=O)O)c1 (configuration not stated)
    -2, -2, 0.2, 3, 0, -1, -7, 0, -3, i
CCOC(=O)N1CCC(N2Cc3cccc(C(=O)Nc4ccccc4OC)c3C2=O)CC1
    -8, -5, -0.9, -5, 1, 22, 2, 0, 5, i
O=C(N/N=C/c1cccc([N+](=O)[O-])c1)c1cc2ccccc2o1
    6, 51*, 38, 94*, 63*, 9, -3, 3, -4, i
O=C(CN1CCCC1)Nc1ccc(Br)cc1
    -5, -11, -1.0, 0, -2, 4, 11, 2, 4, i
Cc1nnc(SCC(=O)Nc2ccc(Cl)cn2)s1
    -1, -5, -0.1, 2, -2, 2, 9, 0, 1, i
Cc1ccc2oc(C(=O)Nc3nnc(C)s3)c(C)c2c1
    -1, -5, -3.3, 2, -10, -10, 1, 7, -3, i
O=C(CSc1nnc(CN2CCOCC2)n1-c1ccc(Cl)cc1)Nc1cc(Cl)ccc1O
    -3, -10, 0.0, -8, 2, 28, 21*, 3, 13, i
CCN1C(=O)c2cccc3cccc1c23
    6, 26, -0.7, 17, -4, 17, 7, -4, -12, i
Cc1ccc(NC(=O)C(c2ccc(Cl)cc2Cl)N2CCCC2)cc1 (configuration not stated)
    -2, 6, 0.3, 9, 1, 8, -13, -11, 0, i
CC(C)CNS(=O)(=O)c1ccc(CCC(=O)NC2CCCCC2)cc1
    -1, -11, -0.6, 2, -2, -13, 10, 6, -2, i
S=C1NC(c2ccccc2)=CC(c2ccccc2)N1 (configuration not stated)
    1, 22, 2.1, -1, -1, 10, 1, 2, -6, i
COc1cc(OC)nc(Nc2nc(C(N)Cc3ccccc3)cs2)n1 (configuration not stated)
    -5, ., -0.8, -3, 10, -10, 5, 0, -8, i

Full records, quoted from the list. Order of values: NadD inh, Scp-1 inhibitor, LMPTP inh, DNMT1 inh, STEP inh, SKN-1 block, CendR NRP1 mod, MT1-MMP act inh, SUMO1 PPI mod, Rpn11 block
Record of O=C(CSc1nnc(CN2CCOCC2)n1-c1ccc(Cl)cc1)Nc1cc(Cl)ccc1O = -3, -10, 0.0, -8, 2, 28, 21*, 3, 13, i
Record of O=C(CN1CCCC1)Nc1ccc(Br)cc1 = -5, -11, -1.0, 0, -2, 4, 11, 2, 4, i
Record of CCn1c(=O)n(CC(=O)N2CC(C)CC(C)C2)c(=O)c2ccccc21 (configuration not stated) = 0, -3, -1.3, 0, -1, -1, -6, 4, -4, i

Further records:
Each structure is followed by: NadD inh, Scp-1 inhibitor, LMPTP inh, DNMT1 inh, STEP inh, SKN-1 block, CendR NRP1 mod, MT1-MMP act inh, SUMO1 PPI mod, Rpn11 block
CCN1CN(CCc2ccccc2)CNC1=S
    -4, -1, -1.7, 3, -1, -1, 13, 4, -3, i
CSc1nc(N)nc(SCC(=O)CC(=O)OC(C)C)c1C#N
    1, -10, 0.5, -6, -3, 8, -15, -2, 6, +
Cc1noc(C)c1S(=O)(=O)N(C)C[C@H]1Oc2c(NC(=O)C3CCCCC3)cccc2C(=O)N([C@H](C)CO)C[C@@H]1C
    2, -8, -1.1, 3, 2, 2, 16, -2, 1, i
CC(=O)Nc1ccc(NC(=O)c2cc(S(=O)(=O)N3CCCCC3)ccc2C)cc1
    1, -4, 0.0, -3, -2, 14, -6, 9, 2, i
CC(C)N(C(=O)CN1C(=O)NC2(CCCCCC2)C1=O)C(C)C
    -2, -7, -2.2, 4, 2, -4, 2, 1, -1, i
CSC(=NC1CCCCC1)NS(=O)(=O)c1ccccc1
    -1&-6, -1&-8, -0.9&2.4, 6&-1, -4&0, 3&-6, -14&-1, 0&4, 3&-2, i
NC(=O)c1cc(S(=O)(=O)N2CCN(c3ccc([N+](=O)[O-])cc3)CC2)cs1
    0, -2, -0.4, -3, 2, -5, -6, -4, -23, i
CN(CC(=O)Nc1cccc(F)c1)C(=O)CC1CC2CCC1C2 (configuration not stated)
    -3, -7, -0.1, 2, 2, 36*, 13, 1, 0, i
N#CCC(=O)NNc1c([N+](=O)[O-])cc(C(F)(F)F)cc1[N+](=O)[O-]
    -2, -4, 2.3, 11, 0, 12, -5, 12, -32, i
COc1ccc(OC)c(NC(=O)c2cc3c(Cl)nc4ccccc4c3s2)c1
    -4, -4, -0.2, -17, 5, 8, 3, 7, 4, i
O=C(CN(Cc1ccco1)C(=O)c1ccc(N2CCCC2=O)cc1)Nc1ccccc1C(F)(F)F
    3, 4, 0.2, 0, 9, 13, -11, -1, 4, i
O=C(NCCc1ccccc1)C1CCCN(c2nc3ccccc3s2)C1 (configuration not stated)
    2, -7, 0.2, -1, 1, 18, -5, -3, 4, i
COCCNC(=O)Cn1cc(C(=O)c2cccs2)c2ccccc21
    0, -2, -1.4, 1, -4, -8, 2, -1, 1, i
COc1cccc(NC(=O)CN(C)C(=O)c2c(C)nn(-c3ccccc3)c2Cl)c1
    4, 0, -0.9, -1, -2, -12, 6, 8, 3, i
Cc1ccc(S(=O)(=O)N[C@@H](CC(C)C)C(=O)NCc2ccco2)cc1
    -7, -4, -2.4, 3, -3, 1, 0, 3, -3, i
NC(=O)C1CCN(C2=C(NS(=O)(=O)c3ccc(Cl)cc3)C(=O)c3ccccc3C2=O)CC1
    1, -2, 0.1, -6, 1, -5, -6, 4, -31, i
CC(=O)N1c2ccccc2C2(O)N=C(C)SC12 (configuration not stated)
    10, -1, -0.8, -7, 0, -2, 7, -2, -2, i
CC(=O)c1cccc(OCC(O)CNCCc2ccc(Cl)cc2)c1 (configuration not stated)
    -11, -2, -2.2, -5, -1, 5, -15, 1, 2, i
COc1ccc(CNC(=O)CSc2nnc(-c3cccnc3)n2N)cc1
    5, 1, 2.6, -12, 4, 6, -9, 0, 4, i
C=C1CCC2[C@](C)(CO[C@@H]3O[C@H](CO)[C@@H](O)[C@H](O)[C@H]3O)CCC[C@@]2(C)[C@@H]1CCC1=CCOC1=O (some centres not stated)
    5, -7, -1.5, -1, -3, 13, 13, 3, -2, i
O=c1c(Cl)c(NCc2ccccc2Cl)cnn1C12CC3CC(CC(C3)C1)C2
    12, 14, 1.0, 10, 7, -5, 6, -18, -13, i
COCCn1nnnc1C(c1cccs1)N1CCCC(C)C1 (configuration not stated)
    -3, 1, -1.6, 1, 0, 5, 1, -1, 0, i

Some entries already given with just MT1-MMP act inh.
Molecule	MT1-MMP act inh
CCCNC(=O)C1(C)CCCN(C(=O)/C=C/c2ccccc2)C1 (configuration not stated)	-6
CCCCn1c(NCc2ccccn2)nc2ccccc21	3
CCN1CCN(c2ccc(S(=O)(=O)N3CCCCC3)cc2NC(=O)/C=C/c2ccc(OC)c(OC)c2)CC1	8
CC(=O)/C(=N/Nc1ccc(Br)cc1)Sc1cccc2cccnc12	5
COc1ccc(Cl)cc1NC(=O)c1cccc(NC(=O)CCC(=O)O)c1	0

High-throughput results (PubChem BioAssay)
